TDP1 block: inhibitors of human tyrosyl-DNA phosphodiesterase TDP1 | hit rate 0.28% among 350,000 | recombinant TDP1, AlphaScreen DNA substrate cleavage | Potency, µM (top dose mostly 130 µM), for inactives: at the top dose activity change, negative = inhibition, usual class: inhibitors | AID 485290; also: nearly all actives have a fitted effect of over 40% in size
Target sequence (Q9NUW8 whole entry, looked up): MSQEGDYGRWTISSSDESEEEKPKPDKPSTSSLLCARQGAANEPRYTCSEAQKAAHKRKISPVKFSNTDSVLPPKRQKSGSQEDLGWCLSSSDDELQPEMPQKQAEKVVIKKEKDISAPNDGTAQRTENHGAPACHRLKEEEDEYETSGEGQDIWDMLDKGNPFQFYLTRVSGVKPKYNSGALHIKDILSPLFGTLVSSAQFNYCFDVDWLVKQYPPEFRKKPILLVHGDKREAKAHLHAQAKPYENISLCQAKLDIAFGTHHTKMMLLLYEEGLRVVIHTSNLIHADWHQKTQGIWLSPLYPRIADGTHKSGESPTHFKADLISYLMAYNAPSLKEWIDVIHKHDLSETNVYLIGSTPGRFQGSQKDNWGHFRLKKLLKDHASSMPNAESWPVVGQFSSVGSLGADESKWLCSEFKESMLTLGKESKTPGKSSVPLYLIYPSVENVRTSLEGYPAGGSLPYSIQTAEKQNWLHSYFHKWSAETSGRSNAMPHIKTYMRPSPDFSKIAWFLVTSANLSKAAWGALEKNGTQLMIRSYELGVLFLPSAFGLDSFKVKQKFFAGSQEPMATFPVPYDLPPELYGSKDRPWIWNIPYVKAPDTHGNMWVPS
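Here, a 5' biotin and 3' phosphotyrosine-FITC DNA oligonucleotide reports Tdp1 activity: intact substrate bridges AlphaScreen beads, while cleavage leaves a 3' phosphate and drops signal. All incubations at room temperature.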
N370S GC mod: N370S glucocerebrosidase modulation, Gaucher chaperone candidate | P04062 | N370S GC spleen homogenate, 4MU-glucoside fluorescence | Potency, µM (doses to about 59.4 µM), without a hit: at the top dose activity change, negative = inhibition, usual class: inhibitors | hit rate 0.092% among 330,000;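 also: 0% = full enzyme activity and -100% = no enzyme basal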
FEN1 inhibitor: inhibitors of human flap endonuclease 1; P39748; Recombinant FEN1 flap cleavage, fluorescence, 15 min; Potency, µM (titrated, usually from 114 µM), without a hit: top-dose activity change, negative = inhibition, most hits filed as inhibitors; hit rate 0.35% among 390,000; also: nearly all actives have a fitted effect of over 65% in size
Target sequence (P39748 whole entry, looked up): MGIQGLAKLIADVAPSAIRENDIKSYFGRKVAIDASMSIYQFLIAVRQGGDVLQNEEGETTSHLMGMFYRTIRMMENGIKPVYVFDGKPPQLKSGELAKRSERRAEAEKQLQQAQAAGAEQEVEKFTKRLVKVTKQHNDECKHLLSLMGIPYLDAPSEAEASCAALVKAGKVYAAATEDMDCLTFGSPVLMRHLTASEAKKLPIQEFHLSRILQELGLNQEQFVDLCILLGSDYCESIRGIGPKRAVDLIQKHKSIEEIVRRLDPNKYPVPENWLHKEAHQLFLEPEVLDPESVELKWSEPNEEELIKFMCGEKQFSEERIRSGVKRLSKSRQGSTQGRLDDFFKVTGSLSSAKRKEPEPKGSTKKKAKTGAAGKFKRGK
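Enzyme 10 nM, 15 min RT preincubation with compound; start with substrate 50 nM final; reads at 0 and 15 min; qHTS titration, four-parameter Hill fit.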
* = called active by the depositor; ? = inconclusive; nt = not tested or not shown; & = joins results of further samples; [ ] = dose if it differs, or a comment. Calls follow the shape of the dose curve; as a rule, active = well fitted curve in the direction sought with a large enough effect; inconclusive = small, poorly fitted or top-dose-only effect, or another doubt; inactive = no such curve, though single readings can be large; an effect the other way counts as inactive or inconclusive. Unless noted, % is scaled to controls: 0 for no effect and ±100 for the full control effect; potency is read from the fitted curve at half-maximal effect.

Sample of the layout (two entries):
SMILES	TDP1 block	N370S GC mod	FEN1 inhibitor
CC(=O)Nc1ccc(OCC(O)Cn2nc(C)nc2C)cc1 (stereo not drawn)	4%	7%	6%
CCOc1ccc(C2=Nn3c(nnc3-c3ccccc3)SC2)cc1Cl	8%	-6%	6%

All compounds of this part (from the top)
SMILES	TDP1 block	N370S GC mod	FEN1 inhibitor
CC(=O)Nc1ccc(OCC(O)Cn2nc(C)nc2C)cc1 (stereo not drawn)	4%	7%	6%
CCOc1ccc(C2=Nn3c(nnc3-c3ccccc3)SC2)cc1Cl	8%	-6%	6%
Cc1ccc(N(Cc2ccccc2)C(=O)c2cccc(F)c2)cc1	4%	-3%	3%
COc1ccc(-c2cc(C#N)nc(Cl)n2)cc1	nt	-4%	-5%
N#Cc1cccc(S(=O)(=O)NCC(=O)NCc2ccc3c(c2)OCO3)c1	0%	nt	17%
CCn1nc(C)c(CNC(=O)c2cc(COc3cncc(Cl)c3)on2)c1C	nt	-6%	-3%
CCS(=O)(=O)c1nc(S(=O)(=O)c2ccc(Cl)cc2)c(NCc2ccc(Cl)cc2)s1	0%	nt	-9%
COC(=O)c1cn(NC(=O)Cc2cccc(C(F)(F)F)c2)c(=O)c2ccccc12	5%	6%	0%
O=C(N/N=C/c1ccc[nH]1)c1ccccc1OCc1ccc(F)cc1	6%	-4%	-10%
CCC1CCCCN1CCCNC(=O)c1ccc2c(c1)sc1nc(-c3ccc(F)cc3)cn12 (stereo not drawn)	-4%	nt	-8%
O=C(NC1CCCCC1)c1cc2nc(-c3ccco3)cc(C(F)(F)F)n2n1	5%	23%	9%
Cc1ccccc1N1CC(C(=O)Nc2ccc(S(=O)(=O)N3CCCCC3)cc2)CC1=O (stereo not drawn)	3%	0%	0%
Cc1noc2ncnc(Oc3ccc(C(C)(C)C)cc3)c12	-3%	1%	1%
O=c1[nH]c(N2CCOCC2)nc2ccccc12	nt	2%	-1%
COc1ccc(C2=NN(C(=O)C(O)c3ccccc3)C(O)(C(F)(F)F)C2)cc1 (stereo not drawn)	nt	-4%	11%
O=C(NNC(=O)c1cc(C(F)(F)F)cc(C(F)(F)F)c1)c1ccc(Cl)cc1	-2%	5%	-2%
Cc1ccc2ccc3ccc(C)nc3c2n1	nt	-11%	-1%
O=C(Cc1c(F)cccc1Cl)Nc1cccc(S(=O)(=O)NC2=NCCCCC2)c1	nt	-1%	1%
COC(=O)Cn1ncc(N2CC(C)OC(C)C2)c(Cl)c1=O (stereo not drawn)	0%	-2%	-4%
COc1ccc(-c2n[nH]c(C)c2-c2ccc(OC)c(OC)c2)c(O)c1	8%	24%	-11%
CN(C)CCCN=C(NO)c1ccc(Cl)cc1Cl	5%	-3%	1%
Cc1ccc(SCC(=O)NC2CCS(=O)(=O)C2)cc1 (stereo not drawn)	-3%	-2%	-12%
Cc1ccc(-n2c(=O)c3ccc(C(=O)NCc4ccco4)cc3n(Cc3ccc(Cl)cc3)c2=O)cc1	-2%	nt	6%
O=C(O)COc1ccc(Nc2ccccc2)cc1	2%	-7%	1%
Cc1occc1C(=O)Nc1ccc(OCc2ccccc2)cc1	-3%	3%	-5%
CCOc1ccc(-c2nnc(SCC(=O)N3CCOCC3)o2)cc1	2%	-12%	0%
CC(=O)N1CCC(C(=O)NCCOc2cccc(C)c2)CC1	3%	-6%	3%
Nc1c(N(CCCO)C(=O)C2CCCC2)c(=O)[nH]c(=O)n1Cc1ccccc1	0%	nt	0%
O=C(CN1C(=O)NC2(CCCCC2)C1=O)N1CCN(c2ncccn2)CC1	1%	nt	11%
Cc1ccc(S(=O)(=O)N2CCC(=O)N(C(COCc3ccc(Cl)cc3Cl)Cc3ccccc3)CC2)cc1 (stereo not drawn)	-3%	13%	-11%
CCN(CC)C(=O)c1ccc(NS(=O)(=O)c2ccccc2)cc1	5%	-4%	-2%
CNc1oc(-c2ccc(COc3ccc(C)cc3)o2)nc1C#N	-2%	nt	18%
COc1ccc(C(C(=O)NC2CCCCC2)N(C(=O)c2sc(C)nc2C)c2ccc(C(C)=O)cc2)cc1 (stereo not drawn)	2%	-4%	-2%
Cc1ccc(NC(=O)c2oc3ccc(S(=O)(=O)N4CCCCC4)cc3c2C)cc1C	5%	nt	21%
O=C(NCCCNCc1ccccc1)c1ccc(/C=N/O)nc1	3%	1%	-12%
Cn1nc(C(C)(C)C)cc1C(=O)O	1%	4%	-7%
CCc1cccc2c(C(=O)COC(=O)c3ccccc3)c[nH]c12	-1%	?	3%
C#CCOCCOCCOCCNc1nc(N2CCN(C(=O)C([C@@H](C)O)n3cc([C@@H](N)CCCCN)nn3)CC2)nc(N2CCN(C(=O)[C@H](CCCCN)n3cc([C@@H](N)CC(N)=O)nn3)CC2)n1 (stereo partly drawn)	1%	nt	-5%
COc1ccc(N=CC2=C(O)CC(C)(C)CC2=O)cc1	3%	3%	-5%
O=C(OCC(=O)N(C1CCCCC1)C1CCCCC1)c1ccc(Cl)nc1	-9%	nt	13%
CN(C)CCn1c2c(c(SCC(=O)NCc3ccccc3)nc1=O)CCCC2	3%	-5%	2%
CCCCCC(=O)NC(=S)Nc1ccc(N2CCOCC2)cc1	0%	8%	-1%
O=C(c1ccco1)n1nc(-c2ccc(Cl)cc2)nc1NCc1ccc(F)cc1	0%	nt	-3%
Cc1sc2nc(-c3ccc(Br)cc3)oc(=O)c2c1C	nt	3%	4%
O=C(NCc1cccc(Cl)c1)C1CCC(=O)N(CCN2CCOCC2)C1 (stereo not drawn)	3%	1%	-1%
O=C(Nc1ccccc1C(=O)NC(Cc1ccccc1)C(=O)O)c1ccco1 (stereo not drawn)	nt	-11%	43%[activator]
CCn1c2ccccc2c2cc(NC(=O)c3ccc(C)c([N+](=O)[O-])c3)ccc21	4%	-1%	-8%
O=C(CSc1nc2ccc(Nc3nc(N4CCCC4)nc(N4CCCC4)n3)cc2s1)NCc1ccco1	nt	6%	-21%
O=C(Nc1nc2n(n1)C(c1ccc(F)cc1)C=C(c1ccccc1)N2)c1ccc(Cl)cc1 (stereo not drawn)	3%	nt	0%
COc1ccc(CCNC(=O)CCc2c(C)nc3c(c(C)nn3-c3ccc(C)c(C)c3)c2C)cc1OC	6%	nt	11%
Cc1cc(NC(=O)/C=C/c2cccc(F)c2)n(-c2nc3ccccc3[nH]2)n1	11%	-11%	-11%
Cc1ccc(N2/C(=N/c3nc(C)cc(C)n3)NC(=O)CC2C(=O)O)cc1 (stereo not drawn)	2%	-5%[12.8 µM]	4%
O=c1c2[nH]c3ccccc3c2ncn1Cc1ccco1	4%	10%	6%
CC(=O)CC(=O)Nc1ccc2ccccc2c1	1%	-3%	0%
CC1c2ccsc2CCN1S(=O)(=O)c1cccs1 (stereo not drawn)	7%	4%	8%
COc1ccc(S(=O)(=O)NCC2CCCO2)cc1NC(=O)c1ccccc1F (stereo not drawn)	0%	-1%	5%
Cc1onc(NC(=O)NC(=O)c2ccccc2F)c1Br	0%	1%	5%
COc1ccc(NC(=O)CSc2nc(-c3cccs3)cc(C(F)(F)F)n2)cc1OC	4%	nt	5%
CCOC(=O)c1ccc(NC(=O)c2nn(CC)cc2Br)cc1	2%	3%	-4%
CCCN1CCC(=O)N(CCOc2ccccc2)CC1	nt	-3%	0%&0%

Of the compounds above, 3 have a thiophene ring, fused or not.
SMILES	TDP1 block	N370S GC mod	FEN1 inhibitor
Cc1sc2nc(-c3ccc(Br)cc3)oc(=O)c2c1C	nt	3%	4%
CC1c2ccsc2CCN1S(=O)(=O)c1cccs1 (stereo not drawn)	7%	4%	8%
COc1ccc(NC(=O)CSc2nc(-c3cccs3)cc(C(F)(F)F)n2)cc1OC	4%	nt	5%

(listing goes on)
SMILES	TDP1 block	N370S GC mod	FEN1 inhibitor
CCOC(=O)C(Cc1ccccc1)NC(=O)Cn1nnc(-c2ccccc2)n1 (stereo not drawn)	0%	9%	-2%
C=CCn1c(CSCc2ccc(Cl)cc2)nnc1SCC(=O)NCc1ccccc1	6%	-25%	-24%
O=C(OCC#CCSc1nnc(-c2ccccc2)o1)c1ccco1	-4%	1%	7%
O=C(CN1C(=O)c2cccc3cccc1c23)NCc1ccc2c(c1)OCO2	4%	-6%	-16%
CC[C@@H]1C(c2cccc(C)c2)=NN(c2ccc(Br)cc2)[C@H]1C(=O)N1CCOC1=O	-3%	27%	nt
C=C(C)C(=O)OCCCCCCCCCC	6%	-3%	nt
O=C(COC(=O)c1ccccc1O)NCc1ccc2c(c1)OCO2	-1%	nt	-13%
Cc1cccc(OCC(=O)Nc2ccc(S(=O)(=O)N(Cc3ccccc3)c3ccccc3)cc2)c1	-1%	nt	11%
COc1ccccc1N(C)S(=O)(=O)c1ccc(Cl)c(C(=O)Nc2ccncc2)c1	nt	-25%	27%
Cc1cc(C)c(C(N)=O)c(NCCc2ccccc2)n1	-1%	6%	-4%
CC1CCC2CC1C2(C)C (stereo not drawn)	6%	-10%	nt
Cc1nc2scc(C)n2c(=O)c1S(=O)(=O)NCC1CCN(Cc2ccc(Cl)cc2)CC1	4%	-1%	-6%
Oc1c(-c2cc(-c3ccco3)[nH]n2)ccc2ccccc12	7%	12%	-6%
Cc1ccc(N(Cc2cccs2)C(=O)c2ccc(OC(C)C)cc2)cc1	-10%	nt	0%
CCc1cc(C=NC2CCCCC2)c(O)s1	-3%	8%	8%
CCOc1ccccc1NC(=O)Cn1c(=O)n(CCCC(=O)NCCOC)c(=O)c2cc(OC)c(OC)cc21	-3%	nt	-18%
Nc1c(C(=O)CSc2nccn2-c2cccc(F)c2)c(=O)[nH]c(=O)n1C1CC1	2%	nt	0%
CCN1CCN(Cc2cc(=O)oc3cc4c(cc23)CCC4)CC1	1%	5%	-20%
COc1ccc(NC(=O)c2oc3cc(C)c(C)cc3c2C)c(OC)c1	3%	6%	3%
C=CCNC(=O)NC(=O)CSc1nc2cc([N+](=O)[O-])ccc2n1-c1cccc(C(F)(F)F)c1	-3%	11%	18%
COc1ccc(C2=NN(c3ccccc3)C(c3cn(CCC(=O)O)nc3-c3ccccc3)C2)cc1 (stereo not drawn)	-4%	20%	-19%
COc1ccc(C(=O)N2CCCCCC2)cc1OC1CCN(C(C)=O)CC1	4%[56.1 µM]	2%	-3%
O=[N+]([O-])c1ccccc1O[C@@H]1O[C@H](CO)[C@H](O)[C@H](O)[C@H]1O	nt	8%	6%
CC(C)NC(=S)NNc1nc2ccccc2s1	10%	2%	-7%
Cc1ccc(N(CC(=O)NCCSCc2ccco2)S(=O)(=O)c2ccc(C)cc2)cc1	8%	15%	-18%
O=[N+]([O-])c1ccc(C(=Nc2cccc3ccccc23)N2CCOCC2)cc1	4%	-4%	-15%
CCN1CCN(c2ncc(C(=O)Nc3cc(Cl)c(OC)cc3OC)c3ccccc23)CC1	0%	-3%	3%
Cc1ccccc1NC(=O)C(=O)NCC1(c2ccccc2)CCCC1	-2%	nt	-17%
CN(C(=O)C1CCOC1)c1nnc(-c2ccccn2)s1 (stereo not drawn)	-3%	1%	14%
N#C/C(=C\c1cn(Cc2ccccc2F)c2ccccc12)C(=O)NCc1ccco1	5%	0%	-2%
O=C(COc1ncnc2sccc12)Nc1cccc(S(=O)(=O)N2CCOCC2)c1	-3%	nt	5%
NNC(=O)c1cccc(S(=O)(=O)Nc2cccc(C(F)(F)F)c2)c1	2%	-7%	20%
C1CCc2c(nc3nnnn3c2N2CCOCC2)C1	2%	1%	-8%
COc1ccc(C(=O)Nc2ccc(N3CCC(C)CC3)cc2)cc1Br	0%	2%	15%
COc1ccc(CC(=O)Nc2nc(C(C)(C)C)cs2)cc1	6%	7%	-16%
COc1ccc(O)c(C(=O)c2cc(C#N)c(=O)n(CCN3CCOCC3)c2)c1	-3%	1%	-8%

Single records, as listed above:
Record of Cc1ccc(N(CC(=O)NCCSCc2ccco2)S(=O)(=O)c2ccc(C)cc2)cc1 → TDP1 block: 8%; N370S GC mod: 15%; FEN1 inhibitor: -18%
Record of COc1ccc(O)c(C(=O)c2cc(C#N)c(=O)n(CCN3CCOCC3)c2)c1 → TDP1 block: -3%; N370S GC mod: 1%; FEN1 inhibitor: -8%
Record of CCN1CCN(c2ncc(C(=O)Nc3cc(Cl)c(OC)cc3OC)c3ccccc23)CC1 → TDP1 block: 0%; N370S GC mod: -3%; FEN1 inhibitor: 3%

Next results.
SMILES	TDP1 block	N370S GC mod	FEN1 inhibitor
COc1cccc(CNc2nccn(-c3cc(C)cc(C)c3)c2=O)c1	8%	nt	3%
CCc1nn2c(=O)cc(COC(=O)c3ccc(NC(=O)C4CCCCC4)cc3)nc2s1	4%	nt	-2%
CC(=O)C1=C(NC(=O)c2ccc(F)cc2)CC2C1C2(C)C (stereo not drawn)	-8%	4%	-11%
CCn1cc(C(=O)N[C@H](C(=O)NC(C)(C)CO)C(C)C)c(=O)c2cc3c(cc21)OCO3	nt	4%	-5%
CCOc1ccc(S(=O)(=O)N(C)CC(=O)NC2CCCC2)cc1	2%	-1%	0%
COC(=O)C(C)Sc1nc2c(cnn2-c2ccccc2)c(=O)[nH]1 (stereo not drawn)	-7%	7%	12%
Cn1nnc(NC(=O)c2ccc([N+](=O)[O-])cc2Cl)n1	-5%	-2%	2%

High-throughput results as filed in PubChem BioAssay.
